Compound activity from PubChem BioAssay.
M1 PAM: potentiates human M1 receptor response to acetylcholine | P11229 | CHO-K1 hM1, Fluo-8 calcium fluorescence, ACh EC20; 0% = ACh EC20, 100% = maximal ACh | activation, % at 3 µM | actives 0.088% (n = 360,000); in the data active means activation above about 19%, passing the limit was not always enough
CHRM5 antagonist: CHRM5 antagonism in calcium assay. P08912. CHO-hM5 cells, Fluo-8 calcium fluorescence, ACh EC80. inhibition, % at 3 µM. actives 0.59% (n = 360,000);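 active means inhibition above a per-plate cutoff, the mean of that plate's test compounds plus 3 SD, cut at about 27% in these data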;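 further: 0% = acetylcholine EC80 with DMSO and 100% = DMSO without agonist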
Target sequence (P08912 whole entry, looked up): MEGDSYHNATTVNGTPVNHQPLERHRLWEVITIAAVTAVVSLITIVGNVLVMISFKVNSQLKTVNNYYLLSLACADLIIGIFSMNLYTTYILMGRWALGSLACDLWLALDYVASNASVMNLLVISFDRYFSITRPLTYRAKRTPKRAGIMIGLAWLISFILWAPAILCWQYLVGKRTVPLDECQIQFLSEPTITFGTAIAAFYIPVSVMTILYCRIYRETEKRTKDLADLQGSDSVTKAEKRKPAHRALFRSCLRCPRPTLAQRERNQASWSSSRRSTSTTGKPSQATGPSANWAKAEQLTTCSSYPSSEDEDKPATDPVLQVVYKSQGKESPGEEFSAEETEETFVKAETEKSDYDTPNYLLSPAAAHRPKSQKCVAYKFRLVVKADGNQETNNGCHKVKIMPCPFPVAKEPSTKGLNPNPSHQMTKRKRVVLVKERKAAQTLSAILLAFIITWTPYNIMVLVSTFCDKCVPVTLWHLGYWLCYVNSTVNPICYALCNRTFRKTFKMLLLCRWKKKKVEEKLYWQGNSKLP
M1 ag: activates human CHRM1 receptor. P11229. CHO-K1 hM1, Fluo-8 calcium fluorescence, agonist mode; 0% DMSO, 100% acetylcholine EC100. activation, % at 3 µM. actives 0.33% (n = 360,000). AID 588814;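 active means activation above the run's mean compound activation plus 3 SD, cut at about 16% in these data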;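 further: peak over basal fluorescence ratio within a 140 s kinetic read after compound addition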
TAAR1 ag: agonists of human TAAR1; activation, % at 3 µM; CHO RD-HGA16 TAAR1, Fluo-8 calcium fluorescence; vehicle wells 0%, saturating PEA agonist 100%; Q96RJ0; actives 0.99% (n = 360,000);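 active means activation above the mean activation of all test compounds in the run plus 3 SD, cut at about 38% in these data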
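System: CHO-derived RD-HGA16 cells with stable Gα16 and human TAAR1 / Times: 17-24 h plating, Fluo-8 75 min 37 °C, 30 min RT / Technique: calcium-sensitive Fluo-8 signal, excitation 470-495, emission 515-575 nm / Measure: % activation relative to PEA EC100 response / Benchmarks: DMSO and PEA EC100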
CHRM4 agonist: CHRM4 agonism in calcium assay; P08173; AID 624127; CHO-K1 hM4/Gqi5, Fluo-8 calcium fluorescence; vehicle 0%, full acetylcholine response 100%; activation, % at 3 µM; actives 0.14% (n = 360,000);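 active means activation above the run mean over all test wells plus 3 SD, cut at about 32% in these data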;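 further: peak over basal fluorescence ratio per well then scaled between controls; 0% = DMSO wells and 100% = acetylcholine at EC100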
Target sequence (P08173 whole entry, looked up): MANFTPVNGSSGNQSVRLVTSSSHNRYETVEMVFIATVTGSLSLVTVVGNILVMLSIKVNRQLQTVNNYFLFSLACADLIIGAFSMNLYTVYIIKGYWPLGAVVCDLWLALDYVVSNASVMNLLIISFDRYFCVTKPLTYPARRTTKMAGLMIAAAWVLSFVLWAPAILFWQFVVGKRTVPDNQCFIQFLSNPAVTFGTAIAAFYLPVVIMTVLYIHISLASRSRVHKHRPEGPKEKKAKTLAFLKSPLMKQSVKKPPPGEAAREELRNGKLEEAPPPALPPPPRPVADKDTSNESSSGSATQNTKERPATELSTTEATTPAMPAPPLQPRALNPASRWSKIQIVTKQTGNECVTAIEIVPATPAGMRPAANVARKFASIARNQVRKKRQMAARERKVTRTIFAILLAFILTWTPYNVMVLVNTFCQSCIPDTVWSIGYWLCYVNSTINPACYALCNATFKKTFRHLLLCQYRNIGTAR
M4 antag: antagonists of human muscarinic M4 receptor (CHRM4). P08173. CHO-hM4 cells, ACh EC80, Fluo-8 calcium fluorescence. inhibition, % at 3 µM. actives 0.73% (n = 360,000);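 active means inhibition above its plate's cutoff, the mean inhibition of sample wells plus 3 SD, cut at about 27% in these data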;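 further: 0% = acetylcholine EC80 with DMSO and 100% = DMSO without agonist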
M5 ag: CHRM5 agonism in calcium assay; activation, % at 3 µM; actives 0.19% (n = 360,000); CHO-K1 hM5 cells, Fluo-8 calcium fluorescence; 0% DMSO wells, 100% maximal acetylcholine response; P08912;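 active means activation above the run's mean over test compounds plus 3 SD, cut at about 23% in these data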;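 further: signal is peak over basal fluorescence ratio across the kinetic read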
CHRM5 PAM: positive allosteric modulators of human muscarinic M5 receptor | activation, % at 3 µM | AID 624038 | P08912 | actives 0.3% (n = 360,000) | CHO-K1 hM5, Fluo-8 calcium, ACh EC20 PAM; 0% = ACh EC20, 100% = ACh EC100;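 active means activation above the run cutoff, the mean activation of all test compounds plus 3 SD, cut at about 18% in these data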
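System: CHO-K1 hM5 cells. Reagent: acetylcholine, EC20 level. Compound dosing: single dose, 3 µM nominal final test concentration. Timing: Post-acetylcholine fluorescence recording 140 s. Detection: Fluo-8 calcium fluorescence. Read-out: % activation, ACh-normalized. Benchmarks: ACh EC20 and EC100 wells. Repeats: singlicate, one well per test compound.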
M1 antag: human CHRM1 antagonism; inhibition, % at 3 µM; actives 1.3% (n = 360,000); CHO-K1 hM1, Fluo-8 calcium fluorescence, ACh EC80 antagonist; P11229; AID 588852;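 active means percent inhibition above its own plate's cutoff, namely the mean of that plate's compound wells plus 3 SD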;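 further: peak over basal fluorescence ratio during 140 s after agonist addition; 0% = ACh EC80 plus DMSO and 100% = DMSO alone without agonist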
Starred values were filed as active, the others as inactive; nt = no result given. This is a subset, so the mix of outcomes need not match the whole.

Fields – M1 PAM | CHRM5 antagonist | M1 ag | TAAR1 ag | CHRM4 agonist | M4 antag | M5 ag | CHRM5 PAM | M1 antag
COc1ccc(CCN=Cc2ccc(O)cc2)cc1OC
    2 | 3 | -4 | 30 | 1 | -3 | 1 | 3 | -8
Oc1ccc(/C=N/Nc2cc(N3CCCC3)nc(N3CCCC3)n2)cc1
    -1 | 0 | -8 | 7 | 0 | 12 | -1 | 2 | 1
Cc1cccc2c1N(CCOc1ccccc1)C(=O)C2=O
    8 | 3 | 13 | -1 | 3 | -1 | 31* | 1 | -2
Cn1cc(C(=O)c2ccc(Cl)cc2Cl)cc1C(=O)N/N=C(\N)COc1ccc(Cl)cc1
    9 | -1 | 1 | 1 | 9 | 2 | 10 | -8 | -3
CCC(C)NC(=O)C1CCN(S(=O)(=O)c2ccc3nc4c(c(C(=O)O)c3c2)CCCCC4)CC1 (stereo unspecified)
    -1 | -3 | -3 | 0 | 1 | -13 | -3 | 1 | -4
Cc1ccc(NC(=O)c2cc3c(s2)CCCC3)cc1
    17 | -1 | -4 | 4 | -1 | -6 | -14 | 6 | -15
COCCCNC(=O)C[C@@H]1C[C@@]2(C(=O)OC)CCCCC=C2N(CCC2=CCCCC2)C1=O
    nt | 7 | nt | 6 | 6 | -4 | 0 | -4 | nt
COc1cc(Cl)c(C)cc1NC(=O)CN1C(=O)C2CCCCC2C1=O (stereo unspecified)
    4 | 7 | -4 | 0 | 2 | -5 | 0 | -6 | -12
Cc1ccc(NC(=O)c2ncn(CC(=O)NCc3ccc4[nH]ccc4c3)n2)cc1C
    6 | 2 | 0 | 3 | 6 | 4 | 4 | 4 | -10
COc1cc(NC(=O)C2CC2)c(OC)cc1NC(=O)c1ccco1
    10 | 0 | -3 | -1 | 1 | 0 | -1 | 4 | -4

Fields – M1 PAM | CHRM5 antagonist | M1 ag | TAAR1 ag | CHRM4 agonist | M4 antag | M5 ag | CHRM5 PAM | M1 antag
COc1cc2[nH]c(=O)n(CCC(=O)N3CC=C(c4ccccc4)CC3)c(=O)c2cc1OC
    -2 | -1 | -2 | -1 | 1 | 1 | -1 | -4 | 16
Cc1ccc(NS(=O)(=O)c2cccc(C(=O)NCCCn3ccnc3)c2)cc1
    -4 | 3 | -4 | 1 | 0 | -4 | -2 | 4 | 12
Cc1noc(C)c1COc1ccc(C(=O)OCC(=O)OC(C)(C)C)cc1
    1 | -8 | -2 | 6 | 7 | 0 | -3 | -13 | -3
O=[N+]([O-])c1ccc(/C=N/n2c(COc3ccccc3)n[nH]c2=S)cc1
    3 | 6 | -5 | -2 | 1 | 4 | -2 | -3 | -1
CCCNC(=O)COC(=O)c1ccccc1C(=O)N(C)C1CCCCC1
    7 | 3 | -6 | 12 | 0 | 0 | -3 | -4 | -1
COc1ccc(NC(=O)CSc2nc(SC)ns2)cc1
    6 | 10 | -4 | 3 | 2 | -4 | -3 | -7 | -13
CC(C)OCCCn1c(SCC(=O)Nc2ccccc2C(F)(F)F)nc2nccnc2c1=O
    16 | -4 | -2 | 1 | 2 | 0 | 3 | 2 | -13
COc1cc(C(=O)COC(=O)c2ccncc2)cc(OC)c1OC
    -6 | 3 | -2 | 1 | 0 | -2 | -1 | -2 | 6
Cc1cc(C)nc(SCC(=O)N(C)C)n1
    1 | 9 | -6 | 1 | 0 | -7 | 1 | 0 | 3
Cc1cccc(-n2ccnc2SCC(=O)Nc2nnc(C)s2)c1
    16 | 8 | 4 | 0 | 1 | -1 | -1 | -3 | -5

Fields – M1 PAM | CHRM5 antagonist | M1 ag | TAAR1 ag | CHRM4 agonist | M4 antag | M5 ag | CHRM5 PAM | M1 antag
Cc1ccc(S(=O)(=O)NCC(=O)OCC(=O)N2CCc3ccccc32)cc1
    -4 | 3 | -3 | 4 | 1 | 1 | -4 | -6 | 18
CCOc1ccccc1N1CCN(C(=O)c2csc(C)c2CC)CC1
    2 | 5 | -6 | 3 | 8 | 1 | 1 | -1 | -1
S=c1[nH]nc(-c2cc3ccccc3o2)n1Cc1ccccc1
    -1 | 4 | -5 | 9 | 1 | -3 | -6 | -13 | -9
Cc1cc(C)cc(N(CC(=O)Nc2cc(C)ccc2C)S(=O)(=O)c2c(C)[nH]c(=O)[nH]c2=O)c1
    16 | -7 | -1 | 0 | 1 | -1 | -5 | 5 | -21
CCc1c(O)nc(SCC(=O)Nc2ccccc2)n(C(C)CC)c1=O (stereo unspecified)
    2 | 3 | 0 | 7 | 1 | 9 | 5 | -6 | 0
O=S(=O)(c1ccc(-c2ccccc2)cc1)N1CCCC1
    1 | 9 | -7 | 1 | 1 | 1 | -8 | -2 | -8
CCOC1CCCc2oc(-c3ccc(OC)cc3)c(C#CCCO)c21 (stereo unspecified)
    nt | -5 | nt | 1 | -1 | -2 | 0 | 9 | nt
CCOCC(=O)Nc1cc(C(=O)OC)cc(C(=O)OC)c1
    8 | -8 | -6 | 6 | 1 | -4 | 1 | 1 | -4
COc1ccc(/C=N/Nc2nc(Nc3ccccc3)nc(N3CCCC3)n2)cc1
    -3 | -2 | -13 | 2 | 2 | 0 | -1 | -5 | 0
CCc1cccc(CC)c1NC(=O)CN1CC(C)SC1=NC1CCCCC1 (stereo unspecified)
    3 | -5 | -3 | 15 | 0 | -7 | -4 | 1 | -18

Limited to M1 PAM and CHRM5 antagonist, for some of the entries so far:
SMILES	M1 PAM	CHRM5 antagonist
COc1ccc(/C=N/Nc2nc(Nc3ccccc3)nc(N3CCCC3)n2)cc1	-3	-2
CCc1cccc(CC)c1NC(=O)CN1CC(C)SC1=NC1CCCCC1 (stereo unspecified)	3	-5

Later entries:
Fields – M1 PAM | CHRM5 antagonist | M1 ag | TAAR1 ag | CHRM4 agonist | M4 antag | M5 ag | CHRM5 PAM | M1 antag
CCOCCOc1nc2c(c(=O)n(C)c(=O)n2C)n1CCc1ccccc1
    -1 | -9 | -2 | 11 | 4 | -2 | -2 | 6 | -16
CCCCN1C(=O)C(CC(=O)NC2CC2)CC(C(=O)N(CC)CC)=C1C (stereo unspecified)
    -1 | -1 | -3 | 2 | 0 | -7 | 1 | -3 | -1
CC(/C=N\Nc1nnc2c(n1)[nH]c1c(C)cccc12)=C\c1ccco1
    0 | -5 | -6 | 11 | 3 | -7 | 3 | 1 | -1
COc1ccccc1C1C(C(N)=O)=C(C)Nc2nc(CCCO)nn21 (stereo unspecified)
    11 | -3 | -1 | -1 | 1 | -8 | -1 | 10 | -21
O=C(O)CNc1nc(Cl)ccc1[N+](=O)[O-]
    4 | -7 | -3 | 2 | 1 | 2 | -2 | 6 | -11
CCOC(=O)c1cnc2sccn2c1=O
    6 | 1 | -6 | 3 | 1 | -3 | 0 | -4 | -5
COc1ccc(NC(=O)CSCC(=O)OCc2cccc(OC)c2OC)cc1
    11 | -15 | 3 | 0 | 6 | -17 | -1 | -4 | -9
Cn1c(=O)n(CC(=O)NCc2cccnc2)c2ccccc21
    9 | 2 | -4 | 10 | 0 | 7 | 1 | 0 | -4
COc1ccc(NC(=O)c2cc(N3C(=O)C4C5CCC(C5)C4C3=O)ccc2Cl)c(OC)c1 (stereo unspecified)
    1 | -6 | -2 | 3 | 8 | -4 | 4 | 0 | -7
CCOC(=O)C1CCN(C(=O)Nc2ccc(Cl)cc2)CC1
    5 | 7 | -5 | 1 | 1 | 4 | -5 | 3 | -6

In another format: results already given.
Cc1cccc(-n2ccnc2SCC(=O)Nc2nnc(C)s2)c1
  M1 PAM: 16
  CHRM5 antagonist: 8
  M1 ag: 4
  TAAR1 ag: 0
  CHRM4 agonist: 1
  M4 antag: -1
  M5 ag: -1
  CHRM5 PAM: -3
  M1 antag: -5
Cc1ccc(S(=O)(=O)NCC(=O)OCC(=O)N2CCc3ccccc32)cc1
  M1 PAM: -4
  CHRM5 antagonist: 3
  M1 ag: -3
  TAAR1 ag: 4
  CHRM4 agonist: 1
  M4 antag: 1
  M5 ag: -4
  CHRM5 PAM: -6
  M1 antag: 18
CCOc1ccccc1N1CCN(C(=O)c2csc(C)c2CC)CC1
  M1 PAM: 2
  CHRM5 antagonist: 5
  M1 ag: -6
  TAAR1 ag: 3
  CHRM4 agonist: 8
  M4 antag: 1
  M5 ag: 1
  CHRM5 PAM: -1
  M1 antag: -1

Continued.
Fields – M1 PAM | CHRM5 antagonist | M1 ag | TAAR1 ag | CHRM4 agonist | M4 antag | M5 ag | CHRM5 PAM | M1 antag
COc1ccc([C@H]2/C=C\CN(C(=O)c3ccccc3)[C@@H](C)C(=O)N2Cc2ccc(F)cc2)cc1
    -3 | 8 | -4 | 10 | 8 | -1 | 1 | -5 | 8
O=C(NCc1ccccc1Cl)C1CCN(C(=O)c2ccc(F)cc2)CC1
    -6 | 6 | -5 | 4 | 1 | -1 | 1 | 1 | 10
COC(=O)c1ccc(C(=S)NCC2(N(C)C)CCCCC2)cc1
    -6 | 3 | 4 | 27 | 16 | 1 | 13 | 2 | 8
CC1CCN(S(=O)(=O)c2ccc3c(c2)oc(=O)n3CC(=O)NCc2ccc3c(c2)OCO3)CC1
    2 | 5 | 0 | 4 | 3 | -9 | 2 | -1 | -8
Oc1ccccc1N=Cc1ccc[nH]1
    5 | 2 | -2 | 5 | 1 | 3 | 0 | 7 | -21
CC(C)Cc1nn2c(=O)cc(O)nc2s1
    4 | 6 | -4 | -1 | 0 | -2 | -2 | -2 | -1
CCCSc1nnc(NC(=O)c2sc3nc(-c4cccs4)ccc3c2N)s1
    5 | -7 | 1 | 8 | -1 | -4 | 1 | 8 | 2
O=C(Nc1ccc2c(c1)OCCO2)c1c(F)cccc1F
    3 | 8 | -7 | nt | 0 | -1 | 0 | -2 | 4
COCC1OC(OC(C)C(O)c2cnc3nc(N)[nH]c(=O)c3n2)C(O)C(OC)C1O (stereo unspecified)
    2 | 1 | -3 | 0 | 9 | -15 | 2 | 0 | -4
CCCCn1c(SCc2ccc(C(=O)OC)o2)nc2cc(S(N)(=O)=O)ccc21
    -18 | 13 | -10 | 2 | 8 | -1 | -1 | -10 | 17
